Screening data deposited in PubChem by several laboratories.
UHRF1 binding – UHRF1 methylated DNA binding inhibitors, primary screen, counter-screen for MBD2 inhibitor project, biochemical, TR-FRET, human UHRF1, single concentration; UHRF1 binding to methylated oligo; inhibition, % at 4.4 µM; E3 ubiquitin-protein ligase UHRF1 (Homo sapiens), Q96T88; 0.75% of 370,000 active; in the data active = inhibition above about 21%;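 also: UHRF1 SRA domain binding a hemimethylated CpG hairpin DNA probe; 0% = median of test compound wells and 100% = reference inhibitor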
GC-B act – human GC-B receptor activators, primary screen, HEK293 GC-B cells, cGMP TR-FRET, EC30 CNP | Atrial natriuretic peptide receptor 2 (Homo sapiens), P20594 | 0% at EC30 CNP, 100% saturating CNP | activation, % at 10 µM | 0.11% of 370,000 active | AID 1920062, 2024;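 active = activation at 10 µM reaching about 35% in either raw or pattern-adjusted values, limit read from the data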
rCAG RNA binder – binders of r(CAG) RNA repeats, primary screen, biochemical, fluorescence; r(CAG) RNA repeat, TO-PRO-1 dye displacement fluorescence; inhibition, % at 3 µM; 1.3% of 370,000 active;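 active = inhibition above the plate cutoff, the mean of all test compounds on that plate plus 3 SD, cut at about 35% in these data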;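 also: 0% = DMSO alone and 100% = 100 µM mitoxantrone as full dye displacement; higher means more dye released from RNA so lower well fluorescence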
ABHD4 inh – ABHD4 inhibitors, primary screen, biochemical, fluorescence polarization, mouse. 0.54% of 370,000 active. (Lyso)-N-acylphosphatidylethanolamine lipase (Mus musculus), Q8VD66. inhibition, % at 8.92 µM. purified mABHD4, FP-Rh probe fluorescence polarization;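 active = inhibition exceeding the mean over every tested compound plus 3 SD, cut at about 30% in these data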;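 also: 0% = plate median of compound wells and 100% = S159A mutant with DMSO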
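Material: mouse ABHD4 enzyme, wild type; Benchmarks: S159A mutant high control, sample median low control; Buffer or medium: HEPES pH 7.0, NaCl, Pluronic buffer; Signal: fluorescence polarization; Read-out: percent inhibition of probe binding, normalized to plate controls; Timing: pre-incubation 45 min, probe exposure 60 min, at 25 °C; Dosing: 8.92 µM, single dose.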
TCR-CD3 inh – inhibitors of human TCR-CD3 interaction, primary screen, biochemical, fluorescence, TAMRA-labeled TCR probe. AID 651800, 2012. inhibition, % at 9.4 µM. 0.37% of 360,000 active. T-cell receptor (TCR); in the data active = inhibition above about 19%;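 also: recombinant mutant TCR 2C K166C tagged with TAMRA read by polarization; 0% = receptor in buffer alone and 100% = receptor with positive control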
SIAE primary – human SIAE inhibitors, primary screen, biochemical, fluorescence polarization, FP-Rh probe, 1536-well HTS; 0.69% of 370,000 active; inhibition, % at 9.66 µM; SIAE FP-Rh probe binding;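 active = inhibition above a cutoff: mean of compounds within the control limits plus 3 SD of those, cut at about 17% in these data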;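 also: 0% = plate median of compound wells and 100% = probe without SIAE protein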
NPR1 activator – GC-A stimulated cGMP production enhancers – HEK293 GC-A cells, cGMP TR-FRET, EC30 ANP, primary screen | activation, % at 10 µM | 0.14% of 370,000 active | 0% at EC30 ANP, 100% saturating ANP | AID 1671463, 2021; in the data active = activation above about 40%
Target sequence (P16066 whole entry, looked up): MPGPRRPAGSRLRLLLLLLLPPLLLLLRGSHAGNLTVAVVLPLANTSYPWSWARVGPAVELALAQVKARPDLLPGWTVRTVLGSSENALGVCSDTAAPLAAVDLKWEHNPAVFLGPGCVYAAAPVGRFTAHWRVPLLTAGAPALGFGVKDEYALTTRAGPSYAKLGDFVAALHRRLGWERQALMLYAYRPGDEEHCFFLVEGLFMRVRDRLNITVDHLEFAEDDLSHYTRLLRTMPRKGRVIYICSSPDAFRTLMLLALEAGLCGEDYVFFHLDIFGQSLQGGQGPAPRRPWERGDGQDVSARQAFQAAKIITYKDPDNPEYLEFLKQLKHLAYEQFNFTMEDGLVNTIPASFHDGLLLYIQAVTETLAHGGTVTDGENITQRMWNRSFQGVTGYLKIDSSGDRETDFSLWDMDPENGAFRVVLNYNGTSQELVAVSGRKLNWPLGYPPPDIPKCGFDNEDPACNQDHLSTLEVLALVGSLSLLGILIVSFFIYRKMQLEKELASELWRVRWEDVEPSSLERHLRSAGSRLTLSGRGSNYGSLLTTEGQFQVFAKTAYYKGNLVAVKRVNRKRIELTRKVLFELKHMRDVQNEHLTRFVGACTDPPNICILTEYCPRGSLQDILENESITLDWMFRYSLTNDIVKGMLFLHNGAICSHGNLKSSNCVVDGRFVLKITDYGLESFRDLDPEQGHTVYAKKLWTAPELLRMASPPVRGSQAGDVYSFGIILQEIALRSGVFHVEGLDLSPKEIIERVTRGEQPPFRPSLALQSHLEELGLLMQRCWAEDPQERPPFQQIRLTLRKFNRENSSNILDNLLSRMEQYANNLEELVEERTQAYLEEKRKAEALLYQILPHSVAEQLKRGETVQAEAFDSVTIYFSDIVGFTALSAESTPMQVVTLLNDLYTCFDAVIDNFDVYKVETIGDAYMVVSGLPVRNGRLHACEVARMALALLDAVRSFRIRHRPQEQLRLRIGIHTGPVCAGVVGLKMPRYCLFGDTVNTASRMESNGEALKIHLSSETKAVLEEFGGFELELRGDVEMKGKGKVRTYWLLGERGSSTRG
HTRA1 inhibitor – HTRA1 serine protease inhibitors, primary screen, biochemical, fluorescence polarization, HTS. recombinant HTRA1, FP-rhodamine activity-based probe. Q92743. inhibition, % at 5.96 µM. AID 504803, 2011. 0.5% of 340,000 active; in the data active = inhibition above about 36%;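 also: 0% = enzyme with DMSO and 100% = wells lacking enzyme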
PRMT1 inh – PRMT1 methyltransferase inhibitors, primary screen, biochemical, fluorescence polarization; recombinant PRMT1, activity-based probe fluorescence polarization; 1.3% of 370,000 active; AID 652257, 2013; Protein arginine N-methyltransferase 1 (Homo sapiens), Q99873; inhibition, % at 2.79 µM;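 active = inhibition above about 21% made by adding two undisclosed values, limit read from the data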
MBD2 DNA inh – inhibitors of MBD2 binding to methylated DNA, primary screen, biochemical, TR-FRET, DNA-binding domain, human; MBD2 binding to methylated oligonucleotide; inhibition, % at 4.4 µM; 0.31% of 370,000 active; in the data active = inhibition above about 13%
Active calls of the source: *. Some of the compounds tested; count on the stated rates, not on these rows.

For O=C(Nc1cccc(Cl)c1)c1ccc2sc([C@H]3C[C@H](O)[C@@H](CO)O3)nc2c1 the results were UHRF1 binding -1, GC-B act -1, rCAG RNA binder 5, ABHD4 inh -8, TCR-CD3 inh 4, SIAE primary -10, NPR1 activator 7, PRMT1 inh -4 and MBD2 DNA inh 4.
Screening COc1ccc(NC(=O)C2(C)Cc3c(-c4ccc(NC(C)=O)cc4)ccnc3O2)cn1 (centres undefined) returned UHRF1 binding 5, GC-B act 1, rCAG RNA binder 0, ABHD4 inh -9, TCR-CD3 inh -3, SIAE primary -3, NPR1 activator -6, PRMT1 inh 15 and MBD2 DNA inh 2.
Screening c1coc(CN2CCN(C(c3cccs3)c3nnnn3C3CCCC3)CC2)c1 (centres undefined) returned UHRF1 binding -1, GC-B act -13, rCAG RNA binder -5, ABHD4 inh 6, TCR-CD3 inh 0, SIAE primary 8, NPR1 activator -8, HTRA1 inhibitor 0, PRMT1 inh 0 and MBD2 DNA inh -9.
`Cc1ccc(C(=O)O/N=C/c2c(N3CCOCC3)n(C)c3ccccc23)cc1` gave UHRF1 binding 3, GC-B act -5, rCAG RNA binder 1, ABHD4 inh -1, TCR-CD3 inh 3, SIAE primary -5, NPR1 activator -4, HTRA1 inhibitor -4, PRMT1 inh 5 and MBD2 DNA inh 6.
Screening Cc1ccc(-c2nnc(SCC(N)=O)n2C)cc1 returned UHRF1 binding 1, GC-B act -4, rCAG RNA binder -3, ABHD4 inh -3, TCR-CD3 inh 6, SIAE primary 1, NPR1 activator 2, HTRA1 inhibitor 0, PRMT1 inh -1 and MBD2 DNA inh -3.
O=S(=O)(c1ccc(Oc2ccc(Br)cc2F)nc1)N1CCCCC1 was read as UHRF1 binding -2, GC-B act 7, rCAG RNA binder -3, ABHD4 inh 3, TCR-CD3 inh -2, SIAE primary 16, NPR1 activator 11, HTRA1 inhibitor 1, PRMT1 inh 0 and MBD2 DNA inh -1.
`CCN(CC(=O)Nc1ccc2c(c1)OCCO2)C(=O)COc1ccc(C)cc1` gave UHRF1 binding 1, GC-B act -2, rCAG RNA binder -3, ABHD4 inh 3, TCR-CD3 inh 8, SIAE primary 4, NPR1 activator 4, HTRA1 inhibitor 1, PRMT1 inh -1 and MBD2 DNA inh -2.
Screening CN(C)c1ccc(-c2csc(C(O)c3cccc(Cl)c3)n2)cc1 (centres undefined) returned UHRF1 binding 14, GC-B act -1, rCAG RNA binder 8, ABHD4 inh 7, TCR-CD3 inh 2, SIAE primary 9, NPR1 activator -4, PRMT1 inh -1 and MBD2 DNA inh 3.
CCCOc1ccc(NC(=O)Cc2ccc(S(=O)(=O)N3CCOCC3)s2)cc1OCCC was read as UHRF1 binding -1, GC-B act 0, rCAG RNA binder 8, ABHD4 inh -6, TCR-CD3 inh -3, SIAE primary 13, NPR1 activator -1, HTRA1 inhibitor 0, PRMT1 inh 2 and MBD2 DNA inh 0.
`COc1ccc(-c2csc(NC(=O)c3ccccc3NS(=O)(=O)c3ccc(F)c(F)c3)n2)cc1` gave UHRF1 binding 0, GC-B act 3, rCAG RNA binder 89*, ABHD4 inh -46, TCR-CD3 inh 2, SIAE primary -25, NPR1 activator 8, HTRA1 inhibitor -48, PRMT1 inh 2 and MBD2 DNA inh -3.
Screening Cc1n[nH]c(=S)n1/N=C/c1c(O)ccc2ccccc12 returned UHRF1 binding -1, GC-B act 1, rCAG RNA binder 1, ABHD4 inh 5, TCR-CD3 inh 30*, SIAE primary 5, NPR1 activator -6, HTRA1 inhibitor 6, PRMT1 inh 1 and MBD2 DNA inh -2.
CCOC(=O)c1c(NC(=O)COC(=O)c2ccccn2)sc(C(=O)N(C)C)c1C was read as UHRF1 binding 0, GC-B act 1, rCAG RNA binder -3, ABHD4 inh 4, TCR-CD3 inh 5, SIAE primary 1, NPR1 activator 3, HTRA1 inhibitor 1, PRMT1 inh 0 and MBD2 DNA inh 0.
`OCCN1CCN(CC#CCn2c3ccccc3c3ccccc32)CC1` gave UHRF1 binding 7, GC-B act -10, rCAG RNA binder 3, ABHD4 inh 7, TCR-CD3 inh 8, SIAE primary 3, NPR1 activator 4, HTRA1 inhibitor -1, PRMT1 inh 2 and MBD2 DNA inh -3.
Screening CC1CN(CCCCOc2ccc(Cl)c3ccccc23)CC(C)O1 (centres undefined) returned UHRF1 binding -1, GC-B act -2, rCAG RNA binder -5, ABHD4 inh 11, TCR-CD3 inh -2, SIAE primary 0, NPR1 activator -11, HTRA1 inhibitor -11, PRMT1 inh 1 and MBD2 DNA inh -2.
Screening c1ccc(Cn2c(SCC3CCCCC3)nnc2-c2cccnc2)cc1 returned UHRF1 binding 0, GC-B act 3, rCAG RNA binder -2, ABHD4 inh -2, SIAE primary 2, NPR1 activator 2, PRMT1 inh 46* and MBD2 DNA inh -4.
CCCCc1cc(=O)oc2cc(C)cc(OCC(=O)N3CCC(C(=O)O)CC3)c12 was read as UHRF1 binding -3, GC-B act 2, rCAG RNA binder 3, ABHD4 inh -7, TCR-CD3 inh 6, SIAE primary -15, NPR1 activator 3, HTRA1 inhibitor -1, PRMT1 inh -1 and MBD2 DNA inh -3.
Screening Cc1cc(C)c(NC(=O)Cn2cnc3c(oc4ccccc43)c2=O)c(C)c1 returned UHRF1 binding 2, GC-B act -4, rCAG RNA binder -1, ABHD4 inh -3, TCR-CD3 inh 0, SIAE primary -5, NPR1 activator -5, HTRA1 inhibitor 5, PRMT1 inh -5 and MBD2 DNA inh -6.
Screening O=C(NCCNC(=O)c1ccc([N+](=O)[O-])cc1)c1ccncc1 returned UHRF1 binding -2, GC-B act -7, rCAG RNA binder -1, ABHD4 inh 2, TCR-CD3 inh 4, SIAE primary 6, NPR1 activator 4, HTRA1 inhibitor -5, PRMT1 inh -4 and MBD2 DNA inh 4.
`CCOc1ccc(CCNC(=O)C(CCC(N)=O)NC(=O)OCc2ccccc2)cc1OCC` (centres undefined) gave UHRF1 binding 1, GC-B act -1, rCAG RNA binder -4, ABHD4 inh -4, TCR-CD3 inh -3, SIAE primary 0, NPR1 activator 5, HTRA1 inhibitor 3, PRMT1 inh -4 and MBD2 DNA inh -4.
For O=C1NC[C@H](Cc2ccccc2)N(CCc2cccc(F)c2)C1=O the results were UHRF1 binding -3, GC-B act -3, rCAG RNA binder -4, ABHD4 inh 10, TCR-CD3 inh 0, SIAE primary 2, NPR1 activator -1, HTRA1 inhibitor 2, PRMT1 inh 0 and MBD2 DNA inh -2.

Compounds from the list above containing an aryl thioether with sulfur outside any ring:
Screening Cc1ccc(-c2nnc(SCC(N)=O)n2C)cc1 returned UHRF1 binding 1, GC-B act -4, rCAG RNA binder -3, ABHD4 inh -3, TCR-CD3 inh 6, SIAE primary 1, NPR1 activator 2, HTRA1 inhibitor 0, PRMT1 inh -1 and MBD2 DNA inh -3.
Screening c1ccc(Cn2c(SCC3CCCCC3)nnc2-c2cccnc2)cc1 returned UHRF1 binding 0, GC-B act 3, rCAG RNA binder -2, ABHD4 inh -2, SIAE primary 2, NPR1 activator 2, PRMT1 inh 46* and MBD2 DNA inh -4.

Other compounds.
For CC(C)[C@H](NC(=O)c1ccccc1F)C(=O)OCC(=O)NC(=O)NC1CCCCC1 the results were UHRF1 binding -2, GC-B act -1, rCAG RNA binder -1, ABHD4 inh -3, TCR-CD3 inh 4, SIAE primary 0, NPR1 activator 0, HTRA1 inhibitor 5, PRMT1 inh -2 and MBD2 DNA inh 2.
`Cc1ccc(Nc2cc(C)c3c(O)cccc3n2)cc1C` gave UHRF1 binding 1, GC-B act -6, rCAG RNA binder 18, ABHD4 inh 44*, TCR-CD3 inh -6, SIAE primary 18*, NPR1 activator 0, HTRA1 inhibitor 14, PRMT1 inh 5 and MBD2 DNA inh 2.
Screening O=C(O)CN1C(=O)/C(=C\c2ccccc2OCc2ccccc2)SC1=S returned UHRF1 binding 5, GC-B act -8, rCAG RNA binder 73*, ABHD4 inh -20, TCR-CD3 inh -1, SIAE primary -6, NPR1 activator 2, HTRA1 inhibitor -26, PRMT1 inh 11 and MBD2 DNA inh -1.
COc1ccnc(Oc2ccc3ccccc3c2)c1C#N was read as UHRF1 binding 3, GC-B act 0, rCAG RNA binder 0, ABHD4 inh -4, TCR-CD3 inh 5, SIAE primary 5, NPR1 activator 7, HTRA1 inhibitor -11, PRMT1 inh -1 and MBD2 DNA inh 0.
Screening CCN1C(=O)[C@H]2[C@@H](c3ccc(-c4cccc(Cl)c4)c(OC)c3)N[C@@](CC(C)C)(C(=O)OC)[C@H]2C1=O returned UHRF1 binding 0, GC-B act 2, rCAG RNA binder 4, ABHD4 inh -14, TCR-CD3 inh 2, SIAE primary 1, NPR1 activator -4, HTRA1 inhibitor -19, PRMT1 inh 4 and MBD2 DNA inh -4.
O=C1NC(=O)c2cc(NC(=O)C3CCCO3)ccc21 (centres undefined) was read as UHRF1 binding -1, GC-B act 5, rCAG RNA binder 1, ABHD4 inh 3, TCR-CD3 inh 1, SIAE primary 6, NPR1 activator 5, HTRA1 inhibitor -4, PRMT1 inh -3 and MBD2 DNA inh -6.
For CC1CCN(C(=O)COc2ccc3ccccc3c2Br)CC1 the results were UHRF1 binding 1, GC-B act 0, rCAG RNA binder -5, ABHD4 inh -11, TCR-CD3 inh -2, SIAE primary 1, NPR1 activator 0, HTRA1 inhibitor -15, PRMT1 inh -5 and MBD2 DNA inh -1.
For Cc1ccc(NC(=O)NC2CCCCC2)c(C)c1 the results were UHRF1 binding 0, GC-B act 1, rCAG RNA binder 2, ABHD4 inh -3, TCR-CD3 inh 2, SIAE primary -1, NPR1 activator 3, HTRA1 inhibitor 4, PRMT1 inh -3 and MBD2 DNA inh -1.
For Cc1ccc(N2CC(C(=O)Nc3c4c(nn3C(C)(C)C)CS(=O)(=O)C4)CC2=O)cc1 (centres undefined) the results were UHRF1 binding -1, GC-B act -1, rCAG RNA binder -2, ABHD4 inh -5, TCR-CD3 inh 3, SIAE primary 1, NPR1 activator 5, HTRA1 inhibitor 3, PRMT1 inh -11 and MBD2 DNA inh 1.
For CC(c1ccc(C(C)(C)C)cc1)S(=O)CC(O)CO (centres undefined) the results were UHRF1 binding 2, GC-B act 2, rCAG RNA binder -4, ABHD4 inh 2, TCR-CD3 inh 13, SIAE primary 2, NPR1 activator 2, HTRA1 inhibitor 0, PRMT1 inh -3 and MBD2 DNA inh -1.
Screening CC(=O)Nc1ccc(NS(=O)(=O)c2cccc3ccccc23)cc1 returned UHRF1 binding 3, GC-B act -1, rCAG RNA binder 1, ABHD4 inh -1, TCR-CD3 inh 6, SIAE primary 7, NPR1 activator -2, HTRA1 inhibitor 4, PRMT1 inh -8 and MBD2 DNA inh -5.
For O=C(Nc1ccc([N+](=O)[O-])cn1)c1ccc2c(c1)OCO2 the results were UHRF1 binding 6, GC-B act 3, rCAG RNA binder 1, ABHD4 inh -4, TCR-CD3 inh 5, SIAE primary -3, NPR1 activator 1, HTRA1 inhibitor 2, PRMT1 inh 0 and MBD2 DNA inh -1.
